TLR4-MyD88 BLA: inhibitors of human TLR4-MyD88 binding; HeLa CL3-4 TLR4/MyD88 BLA complementation, FRET ratio; inhibition, % at 8.4 µM; 0.18% of 200,000 active; in the data active = inhibition above about 25%;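 also: 0% = vehicle and 100% = reference inhibitor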
STAT3 activator: increases IL-6 driven STAT3 reporter signal. U3A cells, IL-6 STAT3-luciferase reporter, luminescence; 100% = signal with IL-6 EC80 alone. 0.91% of 190,000 active. activation (% of control), % at 5.6 µM. AID 871;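 active = activation above the screen-wide mean of compound activation plus 3 SD, cut at about 130% in these data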;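 also: 0% = background luminescence of wells with medium and substrate only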
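Material: STAT1-lacking human U3A cells, STAT3 luciferase reporter | Benchmarks: IL-6-only wells as 100% reference | Probe or stimulus: IL-6 (33 ng/mL) | Timing: Compound 1 h, then IL-6 6 h at 37 °C | Detection: Luminescence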
STAT3 inh: reduces IL-6 driven STAT3 reporter signal; U3A cells, IL-6 STAT3-luciferase reporter, luminescence; host cell line lacks STAT1; inhibition, % at 5.5 µM; 0.89% of 190,000 active; AID 862;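 active = inhibition above the mean inhibition across all screened compounds plus 3 SD, cut at about 44% in these data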;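 also: 0% = DMSO only wells and 100% = 100 µM nifuroxazide control wells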
PPARg SRC1 recr: PPARgamma-driven SRC-1 recruitment agonism | PPARgamma-SRC-1 coactivator recruitment biochemical assay | activation, % at 8 µM | 0.41% of 200,000 active | AID 631; in the data active = activation above about 19%;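 also: 0% = DMSO and 100% = reference agonist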
Target sequence (P37231 whole entry, looked up): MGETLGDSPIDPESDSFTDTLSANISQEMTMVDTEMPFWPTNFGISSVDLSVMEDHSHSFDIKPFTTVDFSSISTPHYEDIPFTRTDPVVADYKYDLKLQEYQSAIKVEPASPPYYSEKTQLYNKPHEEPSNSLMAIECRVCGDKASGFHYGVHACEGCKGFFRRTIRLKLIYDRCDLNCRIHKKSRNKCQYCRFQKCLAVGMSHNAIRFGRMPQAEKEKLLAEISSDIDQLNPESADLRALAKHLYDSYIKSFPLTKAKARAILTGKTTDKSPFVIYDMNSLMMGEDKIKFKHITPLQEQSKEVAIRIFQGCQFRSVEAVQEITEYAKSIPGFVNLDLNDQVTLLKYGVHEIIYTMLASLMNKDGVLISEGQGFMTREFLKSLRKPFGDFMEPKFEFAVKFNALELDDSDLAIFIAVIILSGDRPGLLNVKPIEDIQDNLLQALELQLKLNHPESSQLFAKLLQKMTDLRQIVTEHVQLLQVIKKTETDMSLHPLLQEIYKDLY
RAM inhibit: yeast RAM network inhibition; 1.8% of 190,000 active; inhibition, % at 50 µM; S. cerevisiae dse1pr::URA3 reporter, 5-FOA growth OD615, 2 d; analog-sensitive cbk1-as2 kinase mutant strain;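 active = inhibition above a set limit, 3 SD over mean compound inhibition, cut at about 8.4% in these data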;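 also: 0% = DMSO-only wells with no growth and 100% = 10 µM 1-NA-PP1 full growth; inhibition rescues growth on 5-FOA so higher OD means more RAM inhibition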
PPARg SRC-2 ag: PPARgamma-driven SRC-2 recruitment agonism; activation, % at 8 µM; AID 1032; P37231; 0.34% of 200,000 active; PPARgamma LBD-SRC-2 recruitment, biochemical; in the data active = activation above about 22%;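 also: 0% = vehicle and 100% = reference agonist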
PPARg SRC3 recr: agonists of human PPARgamma SRC-3 coactivator recruitment; activation, % at 8 µM; AID 731; P37231; 0.26% of 200,000 active; biochemical PPARgamma/SRC-3 coactivator recruitment assay; in the data active = activation above about 23%;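 also: 0% = DMSO and 100% = reference agonist; some compounds past the cut are filed as inactive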
ROMK primary: modulates human ROMK potassium channel activity. P48048. Tet-inducible ROMK, thallium flux fluorescence; actives lie on both sides. B-score at 10 µM. 2% of 130,000 active. AID 1918;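 active = signal ratio slope over the read window, or its plate-corrected B-score, at least 3 SD from the plate mean, either direction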;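 also: B-score of the F/F0 ratio slope over 7 to 12 s after thallium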
STAT1 inh: reduces IFN-gamma driven STAT1 reporter signal | NIH 3T3 STAT1-luciferase reporter, luminescence | inhibition, % at 5.5 µM | 0.35% of 200,000 active | AID 920;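 active = inhibition above a set limit, the mean inhibition across all tested compounds plus 3 SD, cut at about 34% in these data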;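 also: 0% = IFN-gamma with DMSO and 100% = IFN-gamma with 300 µM nifuroxazide; values of inactives mirror those of a sister screen read the other way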
S1P3 antagonist: S1P3 (human) receptor antagonism | Q99500 | CHO S1P3 NFAT-BLA reporter, FRET fluorescence, antagonist mode | inhibition, % at 4.98 µM | 0.27% of 170,000 active;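 active = inhibition above the plate cutoff, the mean inhibition of test wells on that plate plus 3 SD, cut at about 28% in these data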;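 also: cells challenged with S1P at its EC80 of 0.8 µM; blue over green emission ratio from cleaved BLA substrate after 4 h stimulation; 0% = S1P-stimulated wells and 100% = unstimulated DMSO-only wells; some compounds past the cut are filed as inactive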
Target sequence (Q99500 whole entry, looked up): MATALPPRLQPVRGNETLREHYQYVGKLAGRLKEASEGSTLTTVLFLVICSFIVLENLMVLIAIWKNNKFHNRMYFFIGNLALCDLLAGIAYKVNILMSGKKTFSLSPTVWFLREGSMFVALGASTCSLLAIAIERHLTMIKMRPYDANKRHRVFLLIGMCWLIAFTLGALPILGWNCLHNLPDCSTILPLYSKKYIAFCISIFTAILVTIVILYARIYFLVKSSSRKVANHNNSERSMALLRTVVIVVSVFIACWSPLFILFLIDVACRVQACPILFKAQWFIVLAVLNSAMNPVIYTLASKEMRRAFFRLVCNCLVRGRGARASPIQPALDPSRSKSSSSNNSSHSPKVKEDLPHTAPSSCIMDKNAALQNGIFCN
TR-FRET SRC-2 ct: counter-screen for PPARgamma SRC-2 recruitment agonists: TR-FRET artefact; TR-FRET ratio at 8 µM; 0.4% of 200,000 active; active compounds read high; in the data active = TR-FRET ratio above about 2000; also: inactives centre near 1500
The depositor's hits bear a star; . = no result given. Hits appear at their usual frequency, and some 5.6% of all compounds hit somewhere here.

SMILES	TLR4-MyD88 BLA	STAT3 activator	STAT3 inh	PPARg SRC1 recr	RAM inhibit	PPARg SRC-2 ag	PPARg SRC3 recr	ROMK primary	STAT1 inh	S1P3 antagonist	TR-FRET SRC-2 ct
CCOC(=O)C1CCN(c2ccc(C(=O)O)cc2[N+](=O)[O-])CC1	-2.0	107.5	-13.9	-0.1	-0.6	-1.4	0.1	.	1.8	-10.2	1610
O=c1cc(CN2CCN(c3cccc(Cl)c3)CC2)c2cc3c(cc2o1)CCCC3	-0.1	106.7	-6.6	2.4	5.2	2.2	5.2	.	-9.8	.	1529
Cc1ccc(CNC(=O)CCS(=O)(=O)c2ccc(Br)s2)o1	9.1	105.4	-0.1	8.6	1.4	3.2	5.6	.	1.5	17.2	1544
Cc1ccc(Nc2nc(C)cc(C)n2)c(Br)c1	-7.7	91.4	15.5	-5.7	1.1	5.3	8.0	.	-1.2	-13.4	1722
NC(=S)N/N=C\c1c2ccccc2cc2ccccc12	-13.4	90.2	13.9	2.3	4.3	3.5	3.2	-1.83	-4.3	-10.3	1679
Cc1ccc(-n2c3c(cc(C(=O)NCc4ccco4)c2=O)C(=O)CCC3)cc1	-7.6	101.5	3.9	8.6	0.6	2.2	5.2	-0.687	2.9	-1.2	1633
C=CCOC(=O)C1=C(C)N=C2SCCC(=O)N2C1/C=C/c1ccccc1OC (configuration not stated)	3.8	105.3	-5.9	6.8	1.6	7.6	2.5	-2.24	-0.2	-1.9	1629
CCN1CCN(C(=O)C2=C(C(=O)O)CCCC2)CC1	-0.6	102.7	-1.2	0.2	0.3	-0.1	5.3	0.21	3.0	-27.6	1562
CCOC(=O)c1c(NC(=O)c2ccccc2Br)sc2c1CCc1ccccc1-2	-0.4	109.0	-11.0	2.0	7.6	5.9	8.7	0.0629	1.8	.	1849
O=C(/C=C/c1ccc2c(c1)OCO2)Nc1nc(-c2ccc(F)cc2)cs1	-9.7	100.1	0.2	6.1	1.7	1.3	5.7	-0.00753	8.5	-8.9	1678

A few values from above.
NC(=S)N/N=C\c1c2ccccc2cc2ccccc12 in PPARg SRC-2 ag: 3.5
CCOC(=O)C1CCN(c2ccc(C(=O)O)cc2[N+](=O)[O-])CC1 in RAM inhibit: -0.6

Next section
SMILES	TLR4-MyD88 BLA	STAT3 activator	STAT3 inh	PPARg SRC1 recr	RAM inhibit	PPARg SRC-2 ag	PPARg SRC3 recr	ROMK primary	STAT1 inh	S1P3 antagonist	TR-FRET SRC-2 ct
CCOc1ccc(C2C(C(=O)c3cccs3)=C(O)C(=O)N2CCCn2ccnc2)cc1 (configuration not stated)	7.6	98.3	11.0	3.9	.	-4.1	-11.2	.	-5.9	.	1421
CCOC(=O)N1CCN(S(=O)(=O)c2cc(Cl)c(OC)cc2Cl)CC1	11.8	109.5	-6.6	-7.5	1.6	-2.1	-1.4	.	-11.1	16.1	1429
CCCCCCCCCCCC(=O)NC(C(=O)OCC)C(O)c1cccc([N+](=O)[O-])c1 (configuration not stated)	-0.3	101.0	4.6	0.3	8.2	-7.1	-5.5	.	8.6	.	1496
O=C(Nc1nnc(C2CCCCC2)s1)c1ccc(Br)s1	-1.5	96.8	3.2	6.8	3.4	0.8	-1.1	.	-5.8	-5.7	1475
O=C(NCCOc1ccccc1Cl)C(=O)NCCOc1ccccc1Cl	-11.0	103.0	1.2	-2.5	4.7	11.1	0.2	-0.168	-2.0	-4.7	1827
COc1cc(N2C(=O)NC3CC2(C)Oc2ccccc23)cc(OC)c1OC (configuration not stated)	-12.6	102.8	0.5	2.8	1.5	3.4	-4.5	.	-3.5	-2.8	1419
O=C(N1CCOCC1)n1nnc2ccccc21	2.8	80.5	27.0	3.3	0.4	5.7	12.5	.	-0.1	-22.8	1359
CCOc1c(Br)cc(CNC2CCCCCCC2)cc1OC	-8.7	109.3	-1.2	9.1	1.9	9.1	4.6	-1.15	-2.5	-13.5	1784
CC(=O)c1ccc(N2CCN(C(=O)c3nn(Cc4ccccc4)c(=O)c4ccccc34)CC2)cc1	-11.4	95.3	10.4	4.5	5.8	12.9	3.7	-2.04	19.6	-1.2	1685
O=C(O)c1cc2n(n1)CCN(Cc1ccccc1Cl)C2=O	-13.6	95.3	7.9	2.3	-0.6	-3.3	3.7	-0.224	1.4	-8.4	1509
COc1cc(NC(=O)c2cc3c(Cl)nc4ccccc4c3s2)cc(OC)c1OC	-9.4	96.9	3.6	-1.3	2.9	7.2	-0.4	.	-2.0	-6.2	1552
CC(=O)Nc1ccc(-c2csc(NC(=O)c3ccc(C)o3)n2)cc1	-10.3	96.5	11.4	6.1	2.8	4.5	11.8	-0.187	-9.1	.	1638
O=C(c1cc(C(=O)NCCc2ccccc2)c(=O)n(CCc2ccccc2)c1)c1cc(Cl)ccc1O	6.1	114.2	-14.0	1.4	4.9	-2.8	2.3	.	2.0	-4.2	1545
Cc1c(Br)c(C(=O)N2CCc3ccccc32)nn1C	-3.6	98.4	1.1	3.4	2.4	-9.3	5.2	.	-29.5	-16.8	1574
Cn1c(=O)oc2cc(S(=O)(=O)NCCN3CCCCCC3)ccc21	-6.5	102.4	2.3	6.5	-0.6	8.1	-0.1	0.175	-10.8	-6.9	1564
COc1ccc(OCC(=O)O/N=C(\N)Cc2ccc(Cl)cc2)cc1	-0.3	101.2	2.5	3.3	-0.7	-2.9	3.3	.	-9.2	.	1567
O=S(=O)(c1ccc(Cl)s1)N1CCCc2cccc(O)c21	12.5	109.5	-11.1	4.1	1.8	7.0	4.5	-0.117	-24.2	.	1554
Cc1nc2ccccc2nc1OCC(=O)Nc1cc(C(F)(F)F)ccc1N1CCOCC1	-15.3	101.9	0.5	4.0	5.2	-5.5	9.8	-1.51	-3.8	12.0	1452
COC(=O)c1cc2occc2n1Cc1nc(-c2cccc(Cl)c2)oc1C	12.8	104.1	-4.9	-0.7	11.3*	-1.4	-1.4	1.55	-4.0	0.6	1429
COc1ccc2oc(=O)c(C(=O)N3CCCC3)cc2c1	10.0	111.5	-12.4	-3.3	0.8	-0.1	-1.1	-0.0248	-4.2	-4.9	1466

Quoted at random: two entries already listed.
SMILES	TLR4-MyD88 BLA	STAT3 activator	STAT3 inh	PPARg SRC1 recr	RAM inhibit	PPARg SRC-2 ag	PPARg SRC3 recr	ROMK primary	STAT1 inh	S1P3 antagonist	TR-FRET SRC-2 ct
Cc1ccc(CNC(=O)CCS(=O)(=O)c2ccc(Br)s2)o1	9.1	105.4	-0.1	8.6	1.4	3.2	5.6	.	1.5	17.2	1544
Cc1c(Br)c(C(=O)N2CCc3ccccc32)nn1C	-3.6	98.4	1.1	3.4	2.4	-9.3	5.2	.	-29.5	-16.8	1574

New compounds follow:
SMILES	TLR4-MyD88 BLA	STAT3 activator	STAT3 inh	PPARg SRC1 recr	RAM inhibit	PPARg SRC-2 ag	PPARg SRC3 recr	ROMK primary	STAT1 inh	S1P3 antagonist	TR-FRET SRC-2 ct
CCNC(=O)COC(=O)C1CCC(=O)N(c2ccc(OC)cc2)C1c1ccc(OC)cc1 (configuration not stated)	-2.2	101.4	-4.8	1.9	-0.8	-3.0	-6.7	-0.328	-1.9	.	1242
COC(=O)c1ccc(Cl)c(NC(=O)NC23CC4CC(CC(C4)C2)C3)c1	-1.9	101.2	0.1	7.8	4.9	11.0	7.3	.	1.2	.	1690
CC1(C)CN(c2ccc(CC#N)cc2)C1=O	5.8	91.4	12.4	-4.5	-0.4	-6.4	2.6	.	-4.9	1.1	1483
Cc1ccc(CN(CC2CCCO2)C(=O)CN2C(=O)C(C(C)C)Oc3ccccc32)o1 (configuration not stated)	-5.0	106.7	-3.5	-2.5	0.3	0.1	-0.2	.	0.2	34.5	1691
COC(=O)c1c(NC(=O)c2ccco2)sc2c1C(C(=O)OC)CC2 (configuration not stated)	3.2	94.5	11.5	0.5	4.2	-4.4	6.1	.	-0.1	54.5*	1585
O=C(Cn1c(=O)sc2ccccc21)Nc1ccc(S(=O)(=O)N2CCCCC2)cc1	-1.6	96.5	7.3	-3.6	3.9	7.7	19.3	-0.146	14.0	26.5	1567
O=C(c1ccc(C(F)(F)F)cc1)C1CCCN(C(=O)CCc2cnccn2)C1 (configuration not stated)	-13.7	105.6	-1.2	4.2	-0.4	11.7	-4.2	-0.4	3.4	13.7	1661
COCCNC(=O)NC(=O)COC(=O)c1cc([N+](=O)[O-])ccc1Sc1nc(C)cs1	14.2	102.2	0.9	7.4	4.7	11.1	5.7	.	6.8	.	1627
CNC(=O)C1Cc2ccccc2CN1S(=O)(=O)c1cccs1 (configuration not stated)	-10.3	98.6	-0.5	6.3	0.6	-2.2	2.7	-0.0051	3.2	-2.1	1668
COc1ccccc1OCc1ccc(C(=O)N(C)C)o1	-2.4	94.0	11.2	-3.6	-0.5	4.2	4.5	.	-7.8	.	1550
Cc1nn(-c2ccccc2)c(Cl)c1/C=C1\C(=O)N(C)C(=S)N1C	-2.9	85.7	23.5	3.6	1.8	5.1	0.1	-0.165	2.5	-10.4	1661
O=C(COc1ccc(Cl)cc1)NCc1nnc(SCC(=O)N2CCCc3ccccc32)o1	-12.3	101.7	5.6	-7.3	4.6	-0.5	-2.0	-0.435	-1.7	.	1477
CC(C)CC(C(=O)N1CCc2ccccc2C1)N1C(=O)c2ccccc2C1=O (configuration not stated)	5.9	134.2*	-36.4	2.2	-1.4	1.7	9.4	-3.47*	9.5	.	1480
O=C(NNC1CC(=O)N(c2ccc(Cl)cc2)C1=O)c1ccccn1 (configuration not stated)	-4.8	100.5	-0.1	7.5	1.1	-5.4	3.6	-0.888	-2.2	-3.3	1569
Cc1cccc(N2CCN(c3nnnn3-c3ccccc3)CC2C)c1 (configuration not stated)	1.2	102.8	-5.0	1.0	0.3	0.0	-7.4	-1.68	-4.8	.	1332
O=S(=O)(Nc1ccc(-c2nc3ccccc3o2)cc1)c1ccccc1	-5.7	96.6	7.8	6.4	4.9	2.5	-1.3	-1.31	-14.5	-18.9	1656
CN(C(=O)COC(=O)c1cccnc1Nc1cccc(C(F)(F)F)c1)C1CCS(=O)(=O)C1 (configuration not stated)	7.7	91.2	12.9	-0.6	-0.9	4.0	4.3	.	-6.2	5.8	1657
Cc1ccc(S(=O)(=O)CC(O)COc2ccc(C#N)cc2)cc1 (configuration not stated)	-5.3	90.9	19.8	12.3	1.2	6.3	4.9	0.528	-6.4	-6.2	1606
S=C(NCc1ccccc1)NCc1cccc(CNC(=S)NCc2ccccc2)c1	2.6	111.8	-14.0	-4.0	5.5	4.0	3.5	.	-3.5	-13.3	1402
CC(=O)Nc1n[nH]c(S(=O)(=O)Cc2ccc(Cl)cc2Cl)n1	-26.6	102.2	5.0	-2.0	.	-1.2	-1.1	-0.0148	-6.6	.	1394
CC#CC[N+](C)(C)CCCCCCCCCCCC	0.1	84.2	19.8	-7.5	-0.7	-4.9	-2.5	.	31.7	-9.4	1355
Cc1cc(C)cc(NC(=O)NC(C)C2CCCO2)c1 (configuration not stated)	-4.1	104.1	-1.3	6.5	0.7	6.3	7.0	0.314	0.1	-3.1	1740
Cc1cc(Oc2ccc(C#N)cc2)nc(NCc2ccccc2)n1	7.5	91.1	13.9	-0.1	-0.1	-13.6	9.0	.	10.6	.	1570

Bioassay records from PubChem.
